Bioassay records from PubChem.
KCNH2 3.1 inh: KCNH2 3.1 (human) potassium channel inhibition. U2OS KCNH2 3.1, thallium flux FluxOr; active compounds read low. activity change, % (tested at about 1.8 µM). 0.95% of 340,000 active;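 active means maximum activity change below -70%; inconclusive means maximum activity change from -70% to -50%; inactive means maximum activity change above -50%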;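 further: thallium influx rate constant from kinetic fluorescence after stimulation buffer; on the % scale 0 is the no-effect control and ±100 the full control effect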
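FluxOr-based Tl+ influx in U2OS cells transduced with KCNH2 3.1 virus; rate constants normalized to DMSO controls.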
PKM2 activator: PKM2 (human) enzyme activation. 0.34% of 260,000 active. Potency, µM (titrated, usually from 57.5 µM), inactives show at the top dose activation, most hits filed as activators. purified PKM2, Kinase-Glo ATP luminescence, activation; response scale: 0% is enzyme alone, no compound. P14618; further: potency means the concentration at half of the fitted maximal effect; on the % scale 0 is the no-effect control and ±100 the full control effect; nearly all actives have a fitted effect of over 55% in size
Target sequence (P14618 whole entry, looked up): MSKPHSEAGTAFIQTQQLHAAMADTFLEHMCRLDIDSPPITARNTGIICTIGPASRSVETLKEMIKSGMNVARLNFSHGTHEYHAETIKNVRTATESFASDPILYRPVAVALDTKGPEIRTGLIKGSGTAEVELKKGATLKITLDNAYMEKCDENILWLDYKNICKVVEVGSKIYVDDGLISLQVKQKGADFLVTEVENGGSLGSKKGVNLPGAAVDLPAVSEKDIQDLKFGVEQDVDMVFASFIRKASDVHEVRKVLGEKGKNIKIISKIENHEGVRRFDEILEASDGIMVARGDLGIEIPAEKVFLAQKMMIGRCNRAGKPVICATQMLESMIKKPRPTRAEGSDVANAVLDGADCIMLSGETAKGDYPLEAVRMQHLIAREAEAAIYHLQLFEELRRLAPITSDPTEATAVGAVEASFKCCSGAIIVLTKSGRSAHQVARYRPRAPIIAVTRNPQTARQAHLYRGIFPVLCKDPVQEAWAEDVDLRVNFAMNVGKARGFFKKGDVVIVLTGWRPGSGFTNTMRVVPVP
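Purified hPK-M2 (>95% pure) converted ADP (0.1 mM final) to ATP with 0.5 mM PEP in 50 mM imidazole pH7.2, KCl, MgCl2, Tween 20, BSA; 1 h at room temperature. ATP detected by Kinase-Glo luminescence.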
Mito fusion act: inhibitors of mitochondrial division or activators of mitochondrial fusion; S. cerevisiae fusion-defective mutant growth rescue, CellTiterGlo 48 h; Potency, µM (top dose mostly 46.1 µM), without a hit: at the highest dose growth rescue (activation), hits mostly activators; 0.23% of 320,000 active; AID 485298;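 further: potency means the concentration at half of the fitted maximal effect; % of control where 0% means no effect; nearly all actives have a fitted effect of over 45% in size; temperature-sensitive fusion mutants such as fzo1-1 at 37 °C on non-fermentable ethanol glycerol medium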
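Growth-rescue viability read-out: after 48 h at the non-permissive 37C in glycerol/ethanol YPEG, yeast mitochondrial fusion mutants are measured by CellTiterGlo luminescence; compounds (23 nl pinned per well) restoring growth score as division inhibitors or fusion activators.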
Rab9 prom act: Rab9 promoter activation. Potency, µM (titrated, usually from 9.22 µM), for inactives: at the top dose activation, negative = inhibition, actives largely listed as activators. AID 485297. Huh7 Rab9 promoter-luciferase reporter, luminescence, 24 h. 2.8% of 320,000 active; further: potency means the concentration at half of the fitted maximal effect; % of control where 0% means no effect; nearly all actives have a fitted effect of over 60% in size
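Promoter activation is measured as luciferase luminescence in Huh7 cells stably transfected with a Rab9 promoter–luciferase construct, following 24 h compound exposure at 37 °C and 10 min reagent incubation at ambient temperature.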
Menin-MLL TR inh: displaces Texas Red mutant MLL peptide from human menin | O00255 | Menin + Texas Red MLL mutant peptide, fluorescence polarization | Potency, µM (top dose mostly 61.6 µM), for inactives: top-dose FP activity change, negative = inhibition, most hits filed as inhibitors | 0.23% of 270,000 active; active means well fitted inhibition curve with a large enough effect in the polarisation, with a control signal flat, not every such curve was filed as active; inconclusive means small, poorly fitted or top-dose-only effect, or effect the other way, or a change in a side signal; inactive means no such curve, though single readings can be large or run the other way; the % refers to the polarisation; further: potency means the concentration at half of the fitted maximal effect; % of control where 0% means no effect; many of its hits are not listed in these tables
Gal4-VP16 FLuc: inhibits Gal4-VP16 luciferase reporter, ROR gamma counter-screen | Drosophila S2 Gal4-VP16 UAS-luciferase, luminescence, 20 h | Potency, µM (highest dose often 53.6 µM), for the others: at the highest dose activity, negative = inhibition, actives largely listed as inhibitors | 3.5% of 310,000 active;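 further: Gal4-VP16 expression switched on by copper sulfate through the metallothionein promoter; potency means the concentration at half of the fitted maximal effect; on the % scale 0 is the no-effect control and ±100 the full control effect; nearly all actives have a fitted effect of over 50% in size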
RORg inh: inhibitors of mouse ROR gamma transcriptional activity. P51450. Drosophila S2 Gal4-RORgamma UAS-luciferase reporter, 20 h. Potency, µM (top dose mostly 53.6 µM), for inactives: top-dose activity change, negative = inhibition, actives largely listed as inhibitors. 5.4% of 310,000 active. AID 2551; further: potency means the concentration at half of the fitted maximal effect; on the % scale 0 is the no-effect control and ±100 the full control effect; nearly all actives have a fitted effect of over 60% in size
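A Gal4/UAS one-hybrid system in insect cells: metallothionein-promoter Gal4–ROR gamma fusion plus Photinus luciferase reporter. Copper sulfate 700 uM final, 20 hr ambient incubation, luminescent detection after 10 min with reagent.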
ELG1 DNA repair: inhibitors of ELG1-dependent DNA repair in HEK293T cells; HEK293T ELG1-luciferase reporter, luminescence, 16 h; DNA damage induced by 5-fluorouridine; Potency, µM (top dose mostly 46.1 µM), for the others: at the top dose activity change, negative = inhibition, actives largely listed as inhibitors; 2.3% of 330,000 active; AID 504467; further: potency means the concentration at half of the fitted maximal effect; on the % scale 0 is the no-effect control and ±100 the full control effect; nearly all actives have a fitted effect of over 55% in size
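Overnight (16 hr) co-exposure of 2,000 cells/well to 5-fluorouridine and compound at 37 °C preceded detection. Luciferase was quantified via ONE-Glo luminescence; loss of signal denotes inhibition.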
FLuc counter: inhibits or activates purified firefly luciferase, miR-21 counter-screen. P08659. purified FLuc, Km substrates, luminescence inhibition. Potency, µM (doses to about 57.5 µM), without a hit: at the highest dose activity change, negative = inhibition, usual class: inhibitors. 6.9% of 360,000 active. AID 588342;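 further: potency means the concentration at half of the fitted maximal effect; plate controls were vehicle for no effect and reference inhibitor for full effect; nearly all actives have a fitted effect of over 55% in size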
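Purified P. pyralis luciferase (10nM final) with 10uM D-luciferin and 10uM ATP (Km levels) in 50mM Tris acetate pH 7.5, 10mM Mg acetate, 0.01% Tween-20, 0.05% BSA; qHTS 6-point titration, ~60 µM downward; luminescence read.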
NPC1 promoter act: activates the NPC1 promoter; Huh7 NPC1 promoter luciferase reporter, 24 h; Potency, µM (doses to about 9.22 µM), for the others: top-dose activation, usual class: activators; 2.4% of 320,000 active; AID 485313;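 further: potency means the concentration at half of the fitted maximal effect; % of control where 0% means no effect; nearly all actives have a fitted effect of over 60% in size; reporter is driven by a mutant NPC1 promoter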
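Luminescence from an NPC1 promoter-driven luciferase reporter in stably transfected Huh7 cells was measured after 24 h compound treatment at 37 °C, followed by 10 min ambient incubation with luciferase detection reagent.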
MBNL1-CUG inh: inhibitors of human MBNL1 binding to CUG repeat RNA | Q9NR56 | TR-FRET MBNL1-His/biotin-(CUG)12 binding, 665/545 ratio | Potency, µM (doses to about 57.5 µM), inactives show top-dose activity change, negative = inhibition, most hits filed as inhibitors | 0.036% of 280,000 active; active means well fitted inhibition curve with a large enough effect in the signal ratio, with a control signal flat, not every such curve was filed as active; inconclusive means small, poorly fitted or top-dose-only effect, or effect the other way, or a change in a side signal; inactive means no such curve, though single readings can be large or run the other way; the % refers to the signal ratio; further: potency means the concentration at half of the fitted maximal effect; on the % scale 0 is the no-effect control and ±100 the full control effect
Target sequence (Q9NR56 whole entry, looked up): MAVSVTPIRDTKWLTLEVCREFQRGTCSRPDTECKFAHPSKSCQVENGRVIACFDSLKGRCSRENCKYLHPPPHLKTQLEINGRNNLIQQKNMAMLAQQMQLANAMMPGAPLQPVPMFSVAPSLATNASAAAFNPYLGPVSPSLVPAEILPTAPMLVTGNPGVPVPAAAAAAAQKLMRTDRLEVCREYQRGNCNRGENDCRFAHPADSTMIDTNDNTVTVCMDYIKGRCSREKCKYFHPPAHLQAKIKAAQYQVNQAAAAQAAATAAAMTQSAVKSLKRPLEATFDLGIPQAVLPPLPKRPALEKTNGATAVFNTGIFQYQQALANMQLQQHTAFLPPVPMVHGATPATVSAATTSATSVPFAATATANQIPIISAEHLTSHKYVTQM
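TR-FRET readout: Ex 340 nm, 665/545 nm emission ratio, normalized to buffer-only (basal) and MBNL1-(CUG)12 controls. Complex of MBNL1-His with Biotin-(CUG)12, compounds 92 nM–58 uM, incubated 60 min at room temperature.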
The depositor's hits bear a star; u = inconclusive; x = no result given; & = joins results of further samples; [ ] = another dose, or the depositor's remark. Unless noted, the call rests on the fitted dose curve; in most records, active means well fitted curve in the direction sought with a large enough effect; inconclusive means small, poorly fitted or top-dose-only effect, or another doubt; inactive means no such curve, though single readings can be large; an effect the other way counts as inactive or inconclusive.

Value order – KCNH2 3.1 inh	PKM2 activator	Mito fusion act	Rab9 prom act	Menin-MLL TR inh	Gal4-VP16 FLuc	RORg inh	ELG1 DNA repair	FLuc counter	NPC1 promoter act	MBNL1-CUG inh
O=C(Nc1ccc(C(=O)N2CCCC2)cc1)c1ccccc1Br
  -9	-17%	-1%	11%	x	4%	5%	u	-6%	6%	-5%
COCCNc1cc(C)nc2ccccc12
  -6	-2%	-2%	-11%	0%	-2%	-2%	-6%	2%	1%	-1%
COc1cccc(NC(=O)CCCCCn2nnc3ccccc3c2=O)c1
  6	x	-10%	1%	11%	-18%	14%	-8%	1%	11%	-3%
COC(=O)c1sc2ccccc2c1NC(=O)c1ccc(S(=O)(=O)N2CCCCC2C)cc1 (stereo unspecified)
  5	4%	9%	-4%	0%	10%	5%	-7%	-4%	-5%	73%[activator]
O=C(O)c1cc(Cl)c2c(c1)[C@@H]1C=CC[C@@H]1[C@H](c1ccc(S(=O)(=O)N3CCOCC3)cc1)N2
  4	u	3%	-3%	u	-5%	43%	-1%	-2%	-1%	u
O=C(c1noc2c1CCCC2)N1CCc2ccccc2C1
  3	-1%	5%	u	-3%	u	21%	u	17µM*	u	1%
O=C(Nc1ccc2oc(=O)ccc2c1)c1ccc(-c2cccc(Cl)c2)o1
  -14	6%	5%	-12%	x	0%	13%	29%	-3%	-3%	2%
O=C(Cc1ccccc1)NCC(=O)Nc1ccccc1Br
  11	1%	2%	1%	-2%	5%	-11%	u	-2%	3%	-4%
COc1ccc(-c2noc(N3CCC(C(=O)NCCCN4CCCCC4)CC3)n2)cc1
  -28	-5%	-1%	-1%	0%	1%	-19%	u	-20%	0%	-6%
O=C(Cn1cc([N+](=O)[O-])cn1)Nc1nccs1
  8	1%	-3%	-8%	-4%	-2%	-11%	13%	0%	-5%	-5%
COc1ccc(CNC(=O)c2csnn2)cc1
  7	1%	8%	-4%	-11%	7%	-10%[10 µM]	11%	6%	3%	-11%
COC(=O)[C@@H]1C[C@@]2(O)[C@@H](O)[C@@H](O)[C@@H](O)C[C@H]2N1C/C=C/c1ccccc1
  -11	0%&2%	-13%	0%	4%	4%&-9%	2%&-16%	10%	0%	0%	8%
O=C1CC(c2ccccc2)CC(O)=C1C=NCCc1ccccc1 (stereo unspecified)
  -5	0%	-4%	0%	1%	18%	-1%	-1%	2%	-5%	1%
C=CCn1c(SCC(=O)N(CC)C2CCS(=O)(=O)C2)nc2sc3c(c2c1=O)CCC3 (stereo unspecified)
  9	x	6%	-1%	x	x	x	14%	1%	-3%	x
COc1ccc2c(-c3ccccc3)cc(SC(C)C(N)=O)nc2c1 (stereo unspecified)
  0	-9%	-5%	8%	19%	1%	14%	0%	-18%	-9%	u
CSc1ncccc1C(=O)OCn1nnc2ccccc2c1=O
  -18	-14%	2%	3%	2%	-1%	9%	7%	-9%	-7%	14%
Cc1cc(C)nc(N/N=C/c2c(CO)cnc(C)c2O)n1
  -10	x	-12%	4%	-2%	-10%	-28%	u	u	-3%	u
Cn1c(Cl)c(/C=N/OC(=O)c2ccccc2Cl)c2ccccc21
  -14	3%	7%	-1%	-7%	-8%	0%	u	6.7µM*	2%	-16%
COc1ccc(/C(O)=C2/C(=O)C(=O)N(c3ccccn3)C2c2cccc(Cl)c2)cc1 (stereo unspecified)
  -27	x	-6%	6%	u	16%	3%	-3%	0%	-6%	9%
CN(CCc1cnn(C)c1)Cc1nc(CC2CC2)no1
  -6	3%	-1%	-4%	-4%	11%	21%	7%	7%	0%	-5%
CCSc1ncc(Cl)c(C(=O)Nc2cc(C)ccc2C)n1
  1	-1%	-2%	9%	x	1%	13%	25%	4%&-1%	-1%	x
COC/C=C/C1=CC2=CC(=O)C(C)(OC(=O)c3cnc4ccccc4n3)C(=O)C2=CN1CCN1CCOCC1 (stereo unspecified)
  7	0%[11.5 µM]	-14%	0%	-5%[11.7 µM]	-6%	32%	0%	-3%	-5%	u
CCCCNC(=O)N1CCc2[nH]c3ccccc3c2C1
  26	x	-8%	1%	22%	0%	1%	-10%	1%	-1%	-7%
Cc1ccsc1/C=N/NC(=O)CN1CCN(S(=O)(=O)c2ccc(Br)cc2)CC1
  -2	-1%	-7%	-2%	1%	u	-18%	-9%	1%	-4%	x
COc1cccc(NC(=S)NN=C2CCCCCC2)c1
  2	-12%	-1%	3.2µM*	16%	u	13µM*	u	8.5µM*	3.5µM*	1%
CCN(C(=O)COC(=O)c1[nH]c(C)c(C(C)=O)c1C)c1c(N)n(Cc2ccccc2)c(=O)[nH]c1=O
  16	x	-1%	1%	x	x	x	-1%	4%	1%	x
CC(OC(=O)C1=Cc2ccccc2OC1)C(=O)NC1CCCC1 (stereo unspecified)
  7	4%	-9%	-19%	-13%	13%	-22%	-15%	14%	-3%	7%
Oc1cccc(Nc2nc(O)c(/C=C3\C=Nc4ccccc43)s2)c1
  -48	9%	7%	7%	x	u	u	u	21µM*	3%	7%
COc1ccccc1CN1CC(C(=O)N2CCCCCCC2)CCC1=O (stereo unspecified)
  -12	0%	3%	0%	x	-2%	8%	-2%	3%	3%	-2%
Cc1cccc(-n2c(SCc3ccc([N+](=O)[O-])cc3)nnc2-c2c[nH]c3ccccc23)c1
  0	3%	7%	-17%	24%	-7%	33%	u	-1%	-4%	-3%
CCOc1ccc(NC(=O)N2CCC(NC(=O)C(Cc3ccc(OC)c(OC)c3)NC(C)=O)CC2)cc1 (stereo unspecified)
  -1	-2%	0%	-7%	0%	-1%	-8%	0%	-1%	0%	-7%
Cc1cc(C(=O)N2CCN(c3ccc([N+](=O)[O-])cc3)CC2)no1
  -9	5%	-5%	-2%	-14%	-4%	26%	-21%	2%	-7%	u
CN1C(=O)CSc2ccc(NC(=O)N3CCN(c4ccccn4)CC3)cc21
  7	-12%	0%	-8%	1%	1%	2%	u	-5%	-5%	-8%
COc1cccc(N2CCN(C(=O)CSc3ccc(F)cc3)CC2)c1
  8	2%	-8%	-2%	-24%	10%[10 µM]	29%	10%	-3%	-2%	-6%
CCOC(=O)N1CCN(c2nnc(-c3ccccc3)c3ccccc23)CC1
  -10	x	27%	-3%	u	u	41%	-26%	1%	-5%	-4%
S=C(Nc1ccc(Br)cc1)NC1CCCCC1
  -1	-5%	u	21%	5%	18µM*	7.9µM*	u	11µM*	23%	u
CN1CC(=O)Nc2ccc([N+](=O)[O-])cc2C1=O
  -5	-4%	-2%	-2%	-11%	-6%	7%	9%	1%	2%	u
COc1cccc(NC(=O)CN(C)C(=O)CSc2ncnc3sc(C)c(C)c23)c1
  -3	x	1%	-7%	x	x	x	u	5%	-3%	x
NCCCCCC(=O)Nc1ccncc1
  -40	-1%	3%	-3%	x	-4%	-4%	-4%	2%	-5%	0%
COC(=O)c1ccc(C(=O)NCCCCO)cc1
  -19	-2%	-1%	10%	2%	-5%	-1%	u	5%	8%	x

3 records drawn at random from the list so far, as already listed:
Value order – KCNH2 3.1 inh	PKM2 activator	Mito fusion act	Rab9 prom act	Menin-MLL TR inh	Gal4-VP16 FLuc	RORg inh	ELG1 DNA repair	FLuc counter	NPC1 promoter act	MBNL1-CUG inh
Cc1cc(C(=O)N2CCN(c3ccc([N+](=O)[O-])cc3)CC2)no1
  -9	5%	-5%	-2%	-14%	-4%	26%	-21%	2%	-7%	u
NCCCCCC(=O)Nc1ccncc1
  -40	-1%	3%	-3%	x	-4%	-4%	-4%	2%	-5%	0%
CCOc1ccc(NC(=O)N2CCC(NC(=O)C(Cc3ccc(OC)c(OC)c3)NC(C)=O)CC2)cc1 (stereo unspecified)
  -1	-2%	0%	-7%	0%	-1%	-8%	0%	-1%	0%	-7%

These rows are one share of the data; the hit share may differ from the screen's.
